# Screening results (PubChem BioAssay)
# PAX8 inh HTS: PAX8 transcriptional activity inhibition. RMG-I TPO-luciferase reporter, SteadyGlo, 24 h. inhibition, % at 12.6 µM. 360,000 tested, 1.2% active;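 active means mean replicate inhibition at least 60% with every replicate also reaching 60%; inconclusive means only one of the two criteria is met; inactive means mean below 60% and not all replicates reaching 60%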;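 further: luciferase light reporting Pax8 driven TPO promoter activity; plate controls were median of neutral control wells for no effect and mitoxantrone controls for full effect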
# FN deposit inh: fibronectin deposition inhibition | AID 743247 | inhibition, % at 12.6 µM | AH1F fibroblasts, Alexa488-fibronectin deposition fluorescence, overnight | 350,000 tested, 0.086% active;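 active means mean inhibition across replicates of 30% or more, regardless of how many single replicates reach that level; inconclusive means mean under 30% yet at least half of replicates reach 30%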;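 further: positive control wells lacked labelled fibronectin entirely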
#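 Measured by – fluorescence 485/525 nm · System – AH1F fibroblast monolayer, labelled fibronectin deposition · Amount – 10000 cells per well · Buffer or medium – serum-reduced DMEM (2% serum) · Doses – single dose, pinned · Also added – fluorescent fibronectin at 24 nM final · Schedule – 1 h cell attachment, overnight exposure to compound and label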
# DENV2 CPE rescue: protects cells from dengue virus 2 cytopathic effect; CPE inhibition, % at 9.99 µM; DENV2-infected cells, cytopathic effect rescue, plate reader; 350,000 tested, 1.7% active; in the data active means CPE inhibition above about 20%, passing the limit was not always enough; inconclusive means no clear call, values can overlap the other calls; tested in BHK-21 cells;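 further: 0% = median of neutral control wells and 100% = median of positive control wells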
# GSIS activator: GLuc luminescence reporter in INS-1E cells, primary screen for activators of glucose-dependent secretion of insulin; INS-1E GLuc reporter insulin secretion, 2-3 h; activation, % at 16.6 µM; 370,000 tested, 0.61% active;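 active means lowest replicate activation of at least 40%, so every replicate reaches that level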;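 further: 0% = median of neutral control wells and 100% = median of IBMX positive control wells; some compounds called inactive have numbers as strong as hits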
# EWS-Fli inh: EWS/Fli transcriptional activity inhibition. A673 NR0B1-luciferase reporter, viability-normalised. inhibition, % at 12.6 µM. 350,000 tested, 0.67% active. AID 651661;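 active means mean inhibition of at least 50% after viability correction, with every replicate also passing that limit; inconclusive means mean reaches 50% but only one of two replicates passes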;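 further: firefly luciferase signal divided by Alamar Blue viability fluorescence both relative to DMSO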
# CFTR F508del cor: correctors of CFTR F508del function in bronchial epithelial cells. CFBE cells, YFP halide quenching; stimulated with forskolin plus potentiator P3; % fluorescence drop versus neutral controls. activity (quench increase), % at 7.58 µM. 350,000 tested, 0.36% active. AID 720511;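 active means mean added fluorescence quench of at least 8% versus neutral control, with both replicates also reaching 8%; inconclusive means only one of the mean or replicate conditions met; inactive means mean below 8% and not both replicates reaching 8%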;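 further: cells transiently co-express mutant CFTR-F508del with the halide-sensitive YFP; corrector assay measuring rescue of mutant channel to the surface after 24 h compound exposure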
# miR-122 sensor: inhibitors of miR-122 in Huh7 cells; AID 602342; activation (reporter increase), % at 12.5 µM; Huh7 miR-122 Renilla luciferase sensor, 48 h; neutral wells = 0, positive control = 100; 340,000 tested, 0.3% active;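 active means mean replicate activation score at least 90 and every replicate individually at or above 90; inconclusive means only one of the two criteria met; inactive means neither criterion met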;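 further: higher luciferase means less miR-122 activity so hits act as miR-122 inhibitors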
# An asterisk follows results filed as active; ? = inconclusive; . = not tested or not shown; [ ] = another dose, or the depositor's remark.
No.	SMILES	DENV2 CPE rescue	EWS-Fli inh	CFTR F508del cor	GSIS activator	miR-122 sensor	PAX8 inh HTS	FN deposit inh
1	CCN(CC)C(=O)c1ccc2nc3ccccc3nc2c1	-3	-36	-1.9	2	.	2	-23
2	O=C(CCn1c(=O)oc2ccc(Cl)cc21)N1CCN(Cc2ccccc2)CC1	-4	1	-3.0	13	3	-8	1
3	Cc1cccc(NC(=O)CN2CCC(NC(=O)C3CCCCC3)CC2)c1C	0	-11	-5.7	7	.	25	2
4	CCOCCCNC(=O)C(c1ccccc1)N(Cc1cccs1)C(=O)c1ccccc1O (stereo not drawn)	-2	-4	0.4	7	.	10	2
5	Cc1c(C(=O)NCc2ccc(C(F)(F)F)cc2)sc(=O)n1Cc1cccc(F)c1	-3	3	2.5	-10	.	-8	-6
6	Cc1c(CCC(=O)O)c(=O)oc2cc3occ(C(C)(C)C)c3cc12	11	9	2.4	-21	.	-3	-2
7	O=C(CCNS(=O)(=O)c1cccc2nonc12)NC1CCCCC1	-2	2	-0.7	-2	.	-5	3
8	COc1ccc(N2CCN(C(CNC(=O)C3CCCCC3)c3ccco3)CC2)cc1 (stereo not drawn)	-4	-5	-1.5	-20	4	-1	-2
9	Cc1c(NC(=O)c2c(O)c3ccccc3n(C)c2=O)c(=O)n(-c2ccccc2)n1C	2	-1	0.3	-9	.	-6	-15
10	CCCCNC(=O)C[C@@H]1C[C@@]2(C(=O)OC)CCCCC=C2N(Cc2ccccc2)C1=O	?	7	-2.4	-25	.	25	.
11	COc1ccccc1NC(=O)Nc1ccc2c(c1)C(=O)N(C)C[C@@H](OC)[C@H](C)CN[C@@H](C)CO2	-12	5	6.4	13	.	5	.
12	CSc1nnc(C)c(/C=C/NOCc2ccc(Cl)cc2)n1	-8	-10	2.1	6	3	15	7
13	COc1ccc2c3c(n(C)c2c1)[C@H](CO)N(C(=O)C1CCOCC1)CC31CCN(C(=O)Nc2cccc(F)c2)CC1	10	24	-2.1	-11	.	.	.
14	CC(C)NC(=O)Nc1ccc2c(c1)CC(=O)N([C@@H](C)CO)C[C@H](C)[C@@H](CN(C)C)O2	19	.	-1.4	11	0[16.7 µM]	0	-14
15	COc1ccccc1NS(=O)(=O)c1c(C)nc2sccn2c1=O	-14	-25	-0.5	21	14	1	2
16	COc1ccc(/C(C)=N/OC/C(O)=C(\C#N)c2nc3ccccc3[nH]2)c(OC)c1	-3	-10	4.8	19	.	22	.
17	O=C(CSCC(=O)N1CCCCC1)Nc1nc(-c2ccccc2)c(-c2ccccc2)s1	2	8	1.8	-19	-2	16	-2
18	Cc1cc(SCC(=O)NCC2CCCO2)nc2ccccc12 (stereo not drawn)	6	3	-1.6	13	-2	17	-6
19	COc1ccccc1C1CC(c2ccccc2)=NN1C(=S)Nc1ccccc1 (stereo not drawn)	-3	44	-1.3	5	.	42	8
20	O=C(O)C1CCCN1c1nc(C(F)(F)F)nc2ccccc12 (stereo not drawn)	5	10	-2.0	-10	-4	11	-7
21	CN(C)CC#CCOC(c1ccccc1)c1ccccc1	-9	6	-1.7	-20	-3	-4	0
22	O=C(Nn1cc(C(=O)Nc2ccccc2F)c2ccccc2c1=O)c1cnccn1	.	12	-0.8	6	5	21	.
23	COc1cccc(C#Cc2ccc3c(c2)O[C@@H](CN(C)S(=O)(=O)c2ccccc2F)[C@@H](C)CN([C@@H](C)CO)S3(=O)=O)c1	7	10	3.3	15	-1[16.7 µM]	-1	.
24	C/C(=N\NC(=O)CC(C)C)c1ccc(Cl)c(Cl)c1	.	.	.	.	-9	2	-23
25	COc1ccc(Cl)cc1NC(=O)Cn1nc(-c2ccc(C)cc2)n(C)c1=S	.	.	.	5	-2	25	0

# Down the list, as entered above.
# GSIS activator, nos. 7–18, in order: -2, -20, -9, -25, 13, 6, -11, 11, 21, 19, -19, 13

# 2 of the compounds above, as labelled records.
19. COc1ccccc1C1CC(c2ccccc2)=NN1C(=S)Nc1ccccc1 (stereo not drawn)
- DENV2 CPE rescue: -3
- EWS-Fli inh: 44
- CFTR F508del cor: -1.3
- GSIS activator: 5
- miR-122 sensor: .
- PAX8 inh HTS: 42
- FN deposit inh: 8

23. COc1cccc(C#Cc2ccc3c(c2)O[C@@H](CN(C)S(=O)(=O)c2ccccc2F)[C@@H](C)CN([C@@H](C)CO)S3(=O)=O)c1
- DENV2 CPE rescue: 7
- EWS-Fli inh: 10
- CFTR F508del cor: 3.3
- GSIS activator: 15
- miR-122 sensor: -1[16.7 µM]
- PAX8 inh HTS: -1
- FN deposit inh: .

# The listing continues:
No.	SMILES	DENV2 CPE rescue	EWS-Fli inh	CFTR F508del cor	GSIS activator	miR-122 sensor	PAX8 inh HTS	FN deposit inh
26	CCCN1[C@@H]2c3ccc(-c4ccccc4)c(=O)n3C[C@@H]2[C@@H](CO)[C@@H]1C(=O)N1CCOCC1	-15	0	.	5	.	.	.
27	CC(C)N(C(=O)[C@H]1C[C@H](CC(=O)NCc2cccc(C(F)(F)F)c2)C(=O)N2CCc3c([nH]c4cc(CCC(=O)N(C)C)ccc34)[C@]12C)C(C)C	-4	7	3.8	.	-9	33	-4
28	Cc1cc(/C=C(\C#N)C(=O)OCC(=O)Nc2ccc(OC(F)F)cc2)c(C)n1CC(C)C	.	.	.	-27	-1	-61	-3
29	O=[N+]([O-])c1ccccc1S(=O)(=O)Nc1cccc(-c2ccc(N3CCOCC3)nn2)c1	15	-21	-3.7	29	12	-50	-1
30	Cc1ccc(S(=O)(=O)Nc2ccc3c(c2)C(=O)NC3=O)cc1[N+](=O)[O-]	-2	5	1.1	36	10	2	3
31	COCC(=O)N1[C@H](CO)[C@@H](c2ccc(-c3cccc(F)c3)cc2)C12CN(C(=O)C1CC1)C2	5	1	1.9	-15	.	.	-3
32	Cc1cc(C)nc(/N=C(\N)Nc2ccc(CC(=O)OC(C)C)cc2)n1	-4	-1	-0.7	.	-2	-3	-1
33	CN(CC(=O)NCc1cccs1)CC(=O)Nc1ccccc1Cl	-4	22	-4.0	2	-6	17	6
34	CC[C@@H](C)CN1C(=O)N[C@@H](CCc2ccccc2)C(C(C)=O)=C1C	0	-12	0.6	10	-9	3	-2
35	COc1ccc(NC(=S)NC(NC(=O)c2cccc(C)c2)C(Cl)(Cl)Cl)c([N+](=O)[O-])c1 (stereo not drawn)	.	.	.	.	3	-13	-6
36	CN1CCN(C(=O)C[C@H]2C=C[C@@H](NS(=O)(=O)c3cccc(F)c3)[C@H](CO)O2)CC1	-4	-1	1.2	7	-4[16.7 µM]	-2	-28
37	O=C(Cc1ccc(F)cc1)N1CCOCC1	0	8	-3.7	4	-10	14	-2
38	CC(C)CNC(=O)c1ccccc1-c1ccccc1C(=O)O	.	.	.	.	3	7	3
39	CCc1nnc(NC(=O)c2cc(-c3ccc(C)o3)nc3ccccc23)s1	-7	-2	-2.3	-10	12	17	6
40	COc1ccc(NC(=O)N(C)C[C@@H]2Oc3ccc(NC(=O)Nc4ccc5c(c4)OCO5)cc3CC(=O)N([C@@H](C)CO)C[C@H]2C)cc1	-6	-7	-0.6	-3	-2[16.7 µM]	-24	.
41	COc1ccc(S(=O)(=O)Nc2ccc3c(c2)C(=O)N([C@@H](C)CO)C[C@@H](C)[C@@H](CN(C)S(=O)(=O)c2ccc(Cl)cc2)OCCCC[C@H](C)O3)cc1	35*	-2	0.7	-3	-4[16.7 µM]	-29	4
42	Cc1nn(C)cc1C(C(=O)NC1CCCCC1)N(C(=O)Cc1cccs1)c1ccc(F)cc1 (stereo not drawn)	4	3	.	12	.	0	23
43	CC1=C([C@H](O)c2ccccc2)[C@H](CO)n2c(=O)n(-c3ccccc3)c(=O)n2C1	2	-5	-0.1	.	.	-21	.
44	CO[C@H]1CN(C)C(=O)c2cc(NC(=O)c3cccc(F)c3)ccc2OC[C@@H](C)N(C)C[C@H]1C	17	4	-0.7	-9	.	.	4
45	CC(C)(C)c1csc(NC(=O)CSC2=NCCS2)n1	-2	-14	1.8	-26	-7	-7	-12
46	CCNC(=O)C[C@H]1CC[C@H]2[C@@H](COC[C@@H](O)CN2C(=O)C2CC2)O1	9	5	2.1	-9	3[16.7 µM]	-19	-7
47	COc1ccc(NC(=O)CSc2nnc(N)s2)c([N+](=O)[O-])c1	3	-13	-0.7	-3	.	-5	2
48	COCc1cc(C)nc2sc(C(=O)NN)c(-n3cccc3)c12	.	3	-1.8	6	.	61*	.
49	COc1cc2[nH]c(=O)n(CCCCCC(=O)N3CC=C(c4ccccc4)CC3)c(=O)c2cc1OC	.	.	.	.	-27	35	6
50	CCCOc1ccc(-c2csc3nc[nH]c(=O)c23)cc1	-2	-91	2.8	-5	2	-81	-1
51	CC(=O)Nc1ccc(S(=O)(=O)NC2=C(N3CCN(C)CC3)C(=O)c3ccccc3C2=O)cc1	9	3	-3.3	-12	-4	16	-1
52	COc1ccc(C(=O)NNC(=O)Cc2coc3cc(OC)ccc23)cc1	10	2	0.1	-16	2	18	-6
53	COc1ccc(C(=O)N2CCCCCC2)cc1OC1CCN(C(C)=O)CC1	-8	-7	-1.4	9	0	.	8
54	COc1ccc(C(=O)NN=C2CCCC2)cc1	-2	-12	-3.7	-9	-1	-20	-3
55	COc1ccc(S(=O)(=O)Nc2ccc3c(c2)CC(=O)N([C@H](C)CO)C[C@H](C)[C@@H](CN(C)C(=O)NC2CCCCC2)O3)cc1	3	-1	-2.9	-1	7[16.7 µM]	-33	.
56	CCCC(=O)NC(=S)Nc1cccc2c(O)cccc12	-2	15	1.8	30	-4	-18	5
57	N#Cc1c(-c2ccc(Cl)cc2)ccnc1N1CCOCC1	2	-38	-0.8	20	.	-49	4
58	O=C(NCc1ccccc1Cl)C(=O)c1c[nH]c2ccccc12	.	.	.	-3	.	-7	-12
59	C=CCN1C(=O)[C@]2(O[C@H](CCn3cc(CCO)nn3)[C@@H]([Si](C)(C)c3ccc(OC)cc3)[C@@H]2C)c2cc(N3CCOC3=O)ccc21	14	7	0.8	.	.	.	.
60	CC(=O)Nc1ccc(OCC(O)CNC2CCCC2)cc1 (stereo not drawn)	.	.	.	30	-27	.	-7
61	CC(C)(CC(=O)O)CC(=O)Nc1cc(C(F)(F)F)cc(C(F)(F)F)c1	-1	-3	-0.7	-9	5	2	4
62	COC(=O)Cc1ccc(NC(=O)c2ccc(NC(=O)c3ccco3)cc2)cc1	-4	0	-2.5	-1	.	16	0
63	Cc1noc(C)c1NC(=O)N(C)C[C@H]1Oc2ccc(NC(=O)CCC(F)(F)F)cc2C(=O)N([C@@H](C)CO)C[C@H]1C	-1	.	-3.4	9	1[16.7 µM]	-22	.
64	COc1cccc(NC(=O)CN(C)C(=O)c2cc(S(=O)(=O)NCc3ccccc3)ccc2C)c1	-4	2	-2.9	-22	.	.	-8
65	COc1ccc(CCNC(=O)c2cc3c(=O)n4ccccc4nc3n(CCN3CCOCC3)c2=N)cc1	-1	11	-0.7	5	-5	-6	-3
66	Cc1cc2c(cc1C)/C(=N/NC(=O)c1ccccn1)CCC2	0	2	-0.8	0	0	-19	1

# Entries listed so far that bear a hit mark in DENV2 CPE rescue.
cpd	Structure	DENV2 CPE rescue	CFTR F508del cor	GSIS activator	miR-122 sensor
41	COc1ccc(S(=O)(=O)Nc2ccc3c(c2)C(=O)N([C@@H](C)CO)C[C@@H](C)[C@@H](CN(C)S(=O)(=O)c2ccc(Cl)cc2)OCCCC[C@H](C)O3)cc1	35*	0.7	-3	-4[16.7 µM]

# Reformatted with two lines to a compound: part of the list above
# Order of values: DENV2 CPE rescue, EWS-Fli inh, CFTR F508del cor, GSIS activator, miR-122 sensor, PAX8 inh HTS, FN deposit inh
52) COc1ccc(C(=O)NNC(=O)Cc2coc3cc(OC)ccc23)cc1
 : 10, 2, 0.1, -16, 2, 18, -6
53) COc1ccc(C(=O)N2CCCCCC2)cc1OC1CCN(C(C)=O)CC1
 : -8, -7, -1.4, 9, 0, ., 8
